# M5 ag = CHRM5 agonism in calcium assay; P08912; CHO-K1 hM5 cells, Fluo-8 calcium fluorescence; 0% DMSO wells, 100% maximal acetylcholine response; activation, % at 3 µM; actives 0.19% (n = 360,000);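 active = activation above the run's mean over test compounds plus 3 SD, cut at about 23% in these data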;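 note: signal is peak over basal fluorescence ratio across the kinetic read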
# Target sequence (P08912 whole entry, looked up): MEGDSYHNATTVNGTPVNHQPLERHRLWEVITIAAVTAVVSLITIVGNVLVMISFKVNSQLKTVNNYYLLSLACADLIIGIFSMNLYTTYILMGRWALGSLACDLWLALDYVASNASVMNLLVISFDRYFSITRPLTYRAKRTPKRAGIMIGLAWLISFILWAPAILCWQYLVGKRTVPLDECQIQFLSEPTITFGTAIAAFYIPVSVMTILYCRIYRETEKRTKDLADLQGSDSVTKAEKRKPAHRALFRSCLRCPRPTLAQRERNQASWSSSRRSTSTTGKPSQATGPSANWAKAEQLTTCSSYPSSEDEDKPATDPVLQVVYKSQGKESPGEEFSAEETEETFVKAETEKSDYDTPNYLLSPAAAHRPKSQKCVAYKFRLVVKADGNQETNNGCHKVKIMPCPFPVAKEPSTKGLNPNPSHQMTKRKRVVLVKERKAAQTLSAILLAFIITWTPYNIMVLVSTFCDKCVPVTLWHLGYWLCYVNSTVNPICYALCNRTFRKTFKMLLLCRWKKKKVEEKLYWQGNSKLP
# CRFR2-BP antag = antagonists of CRF-binding protein/CRF-R2 receptor complex; HEK293 CRF-R2/CRF-BP, CRF-induced calcium fluorescence; inhibition, % at 11.8 µM; actives 0.59% (n = 350,000);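 active = inhibition of the ligand-induced calcium signal above about 50% at the single tested concentration, limit read from the data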
# CHRM5 antagonist = blocks acetylcholine activation of human M5 receptor; P08912; CHO-hM5 cells, Fluo-8 calcium fluorescence, ACh EC80; inhibition, % at 3 µM; actives 0.59% (n = 360,000);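 active = inhibition above a per-plate cutoff, the mean of that plate's test compounds plus 3 SD, cut at about 27% in these data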;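 note: 0% = acetylcholine EC80 with DMSO and 100% = DMSO without agonist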
# CHRM4 antagonist = blocks acetylcholine activation of human M4 receptor; actives 0.73% (n = 360,000); inhibition, % at 3 µM; CHO-hM4 cells, ACh EC80, Fluo-8 calcium fluorescence;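 active = inhibition above its plate's cutoff, the mean inhibition of sample wells plus 3 SD, cut at about 27% in these data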;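 note: 0% = acetylcholine EC80 with DMSO and 100% = DMSO without agonist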
# CHRM1 PAM = potentiates human M1 receptor response to acetylcholine; P11229; CHO-K1 hM1, Fluo-8 calcium fluorescence, ACh EC20; 0% = ACh EC20, 100% = maximal ACh; activation, % at 3 µM; actives 0.088% (n = 360,000); in the data active = activation above about 19%, passing the limit was not always enough
# Target sequence (P11229 whole entry, looked up): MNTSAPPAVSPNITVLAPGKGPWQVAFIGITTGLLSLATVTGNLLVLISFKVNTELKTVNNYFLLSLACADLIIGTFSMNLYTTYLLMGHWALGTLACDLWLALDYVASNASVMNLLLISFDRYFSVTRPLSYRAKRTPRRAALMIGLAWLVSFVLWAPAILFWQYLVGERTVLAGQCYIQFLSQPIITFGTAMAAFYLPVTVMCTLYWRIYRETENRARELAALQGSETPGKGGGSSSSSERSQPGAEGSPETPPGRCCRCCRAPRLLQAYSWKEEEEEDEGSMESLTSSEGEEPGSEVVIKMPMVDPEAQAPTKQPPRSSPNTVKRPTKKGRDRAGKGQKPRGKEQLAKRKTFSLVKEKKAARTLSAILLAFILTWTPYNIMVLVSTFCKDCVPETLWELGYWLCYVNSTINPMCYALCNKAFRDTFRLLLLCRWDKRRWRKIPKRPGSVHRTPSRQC
# M5 PAM = potentiates acetylcholine response at human M5 receptor | P08912 | CHO-K1 hM5, Fluo-8 calcium, ACh EC20 PAM; 0% = ACh EC20, 100% = ACh EC100 | activation, % at 3 µM | actives 0.3% (n = 360,000) | AID 624038;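 active = activation above the run cutoff, the mean activation of all test compounds plus 3 SD, cut at about 18% in these data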
#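 Assay system – human M5 receptor in CHO-K1 cells · Read-out – % activation, ACh-normalized · Technique – Fluo-8 calcium fluorescence · Dosing – single-point, 3 µM nominal · Incubation – Fluo-8 loading 80 min at 37 °C plus 30 min room temperature · Repeats – singlicate, one well per test compound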
# CRFBP-R2 agonist = CRF-BP/CRF-R2 complex agonism; actives 0.46% (n = 350,000); HEK293 CRF-R2/CRF-BP, calcium dye fluorescence (FLIPR); percent of saturating CRF peptide response; activation, % at 13.2 µM;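 active = activation of at least 50%, plus an integration ratio under a set limit after plate pattern correction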;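 note: plate controls were neutral control wells without compound for no effect and CRF at EC100 for full effect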
# M4 ag = CHRM4 agonism in calcium assay | activation, % at 3 µM | AID 624127 | CHO-K1 hM4/Gqi5, Fluo-8 calcium fluorescence; vehicle 0%, full acetylcholine response 100% | P08173 | actives 0.14% (n = 360,000);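 active = activation above the run mean over all test wells plus 3 SD, cut at about 32% in these data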;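 note: peak over basal fluorescence ratio per well then scaled between controls; 0% = DMSO wells and 100% = acetylcholine at EC100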
# CHRM4 PAM = CHRM4 positive allosteric modulation; actives 0.4% (n = 360,000); activation, % at 3 µM; P08173; CHO-K1 hM4/Gqi5, Fluo-8 calcium fluorescence, ACh EC20; 0% = ACh EC20, 100% = maximal ACh;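 active = activation above its plate's cutoff, the mean activation of sample wells plus 3 SD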; note: some results filed as inactive read as strong as hits
# * marks the source's active call; other numbers are inactive results; · = not tested or not shown.
entry	Molecule	M5 ag	CRFR2-BP antag	CHRM5 antagonist	CHRM4 antagonist	CHRM1 PAM
1	COc1ccc(N2C(=O)CC(N3CCC(O)(c4ccc(Cl)cc4)CC3)C2=O)cc1 (stereo not given)	4	9	2	-4	-6
2	COc1ccc(CNC(=O)CN2C(=O)COc3ccc(S(=O)(=O)N4CCC(C)CC4)cc32)cc1	-4	-4	2	6	5
3	COc1cc(OC)nc(NC(=S)NC(=O)c2ccccc2)n1	2	-12	-5	0	8
4	O=C(Nc1ccc(Br)cc1)C1CC=CCC1C(=O)OCC1CCCO1 (stereo not given)	-2	-32	0	-11	21
5	CC(=O)C1=CCC(c2ccc(C)cc2)N(S(=O)(=O)c2ccc(Cl)cc2)C1 (stereo not given)	-4	·	14	4	-8
6	CC(C)c1nc(SCC(=O)Nc2ccc3c(c2)OCO3)n[nH]1	4	-12	-3	5	0
7	CC(=O)NC(CCCNC(=S)NC1CCCCC1)C(=O)O (stereo not given)	1	2	9	-3	-7
8	COc1ccc2c(c1)C(=O)CC(c1ccccc1F)O2 (stereo not given)	-2	-36	1	-5	8
9	CCn1cc(C(=O)OCC(=O)Nc2c(C)cccc2C)c(=O)c2ccc(C)nc21	-2	-5	-1	3	-3
10	Cc1ccc(NC(=O)COC(=O)c2ccc(-n3cnnn3)cc2)c(Br)c1	0	-3	6	2	2
11	Cc1ccc(NC(=O)c2cnn(-c3ccccc3)c2C)cc1C	-4	-23	12	12	3
12	O=C(c1ccoc1)N1CCN(c2cc(-c3ccco3)nc3cc(-c4ccccc4)nn23)CC1	1	22	5	7	-21
13	COc1ccccc1NS(=O)(=O)c1cccc(C(=O)N/N=C2\CC(=O)CC(C)(C)C2)c1	1	3	0	5	2
14	O=[N+]([O-])c1ccc(N2CCNCC2)c(S(=O)(=O)N2CCOCC2)c1	-2	-3	2	-8	-1
15	Cc1ccccc1CN1C[C@@H]2C[C@@H](c3ccc4nsnc4c3)N3CCC[C@@]23C1=O	-1	-15	-8	1	11

entry	M5 PAM	CRFBP-R2 agonist	M4 ag	CHRM4 PAM
1	-3	-0.2	4	7
2	-4	-0.9	1	-3
3	5	-1.0	2	9
4	9	-5.1	3	2
5	-12	·	3	-5
6	0	-1.7	1	8
7	-3	1.1	0	-8
8	6	4.1	-1	0
9	-3	1.1	1	-5
10	2	1.6	0	-3
11	-4	-2.1	4	-7
12	-7	-0.1	12	-6
13	0	1.6	1	-2
14	6	-1.7	1	6
15	1	2.0	0	-18

# The listing continues.
entry	Molecule	M5 ag	CRFR2-BP antag	CHRM5 antagonist	CHRM4 antagonist	CHRM1 PAM
16	C=C(C)Cn1c(Sc2nnc(C)s2)nc2c1c(=O)[nH]c(=O)n2C	0	-2	3	4	3
17	Cc1ccc(NC(=O)CSc2nc(CSc3ccc(C)cc3)cc(=O)[nH]2)cc1	-6	45	-1	-4	3
18	Cc1ccccc1N/C(SCc1cccc(Br)c1)=C(/C#N)C(N)=O	-4	-35	4	-10	0
19	CCN(C(=O)COC(=O)c1ccc2ccccc2c1)c1c(N)n(Cc2ccccc2)c(=O)[nH]c1=O	0	6	-5	2	-2
20	COc1ccc(S(=O)(=O)Nc2c(C)n(C)n(-c3ccccc3)c2=O)cc1C(=O)O	-2	51*	6	-6	10
21	O=C1NC[C@H](CC2CCCCC2)N(CCC23CC4CC(CC(C4)C2)C3)C1=O	4	·	-4	-4	·
22	CCC(C)[C@H](NC(=O)N1CCn2c1nc1ccccc12)C(=O)NCCc1ccc(OC)c(OC)c1 (stereo not given in full)	-4	-8	-1	-6	10
23	CCOC(=O)/C=C/C(=O)N1CCc2ccccc21	-1	9	-4	7	6
24	COC(=O)c1c(C(=O)OC)c(-c2ccc(OC)cc2)n2c1CS(=O)C2 (stereo not given)	-1	13	10	-2	16
25	COc1ccccc1-n1c(SCC(=O)NC2CC2)nc2ccccc2c1=O	0	11	-4	-14	-5
26	CCOC(=O)Cn1c(=O)oc2cc(S(=O)(=O)Nc3cccc(C)c3)ccc21	8	-7	9	-13	-4
27	O=C(COC(=O)CCN1C(=O)/C(=C\C=C\c2ccccc2)SC1=S)Nc1cc(F)ccc1F	2	-3	12	-12	13
28	CCOC(=O)c1c(C)[nH]c(N=Nc2cc(C(=O)O)cc(C(=O)O)c2)c1C	5	17	2	-8	9
29	N#CCCn1cc(C(=O)N2CCOCC2)c(-c2ccc3c(c2)OCCO3)n1	1	19	20	1	4
30	CC(C)(C)S(=O)(=O)/C(C#N)=N/Nc1ccc(C#N)cc1	4	41	8	-16	-2

entry	M5 PAM	CRFBP-R2 agonist	M4 ag	CHRM4 PAM
16	-5	1.2	0	-1
17	11	-6.6	1	7
18	-5	-2.2	0	6
19	9	2.7	0	1
20	-4	1.9	0	2
21	4	·	1	10
22	0	-0.7	3	0
23	2	0.7	0	3
24	1	0.1	0	5
25	-1	-0.3	2	7
26	-14	4.8	11	-1
27	-6	-0.4	4	-2
28	1	-1.7	0	4
29	-6	-1.8	0	5
30	-8	-1.6	10	5

# Compound profiles (already shown). Values in the order: M5 ag	CRFR2-BP antag	CHRM5 antagonist	CHRM4 antagonist	CHRM1 PAM	M5 PAM	CRFBP-R2 agonist	M4 ag	CHRM4 PAM
# Results for CCOC(=O)Cn1c(=O)oc2cc(S(=O)(=O)Nc3cccc(C)c3)ccc21 : 8	-7	9	-13	-4	-14	4.8	11	-1
# Results for CCOC(=O)/C=C/C(=O)N1CCc2ccccc21 : -1	9	-4	7	6	2	0.7	0	3
# Results for CC(C)(C)S(=O)(=O)/C(C#N)=N/Nc1ccc(C#N)cc1 : 4	41	8	-16	-2	-8	-1.6	10	5
# Results for Cc1ccc(NC(=O)COC(=O)c2ccc(-n3cnnn3)cc2)c(Br)c1 : 0	-3	6	2	2	2	1.6	0	-3
# Results for Cc1ccc(NC(=O)c2cnn(-c3ccccc3)c2C)cc1C : -4	-23	12	12	3	-4	-2.1	4	-7

# Entries listed so far shown as hits in CRFR2-BP antag:
item | Compound | M5 ag | CRFR2-BP antag | CHRM5 antagonist | CHRM4 antagonist | CHRM1 PAM | CRFBP-R2 agonist | M4 ag | CHRM4 PAM
20 | COc1ccc(S(=O)(=O)Nc2c(C)n(C)n(-c3ccccc3)c2=O)cc1C(=O)O | -2 | 51* | 6 | -6 | 10 | 1.9 | 0 | 2

# (cont.)
entry	Molecule	M5 ag	CRFR2-BP antag	CHRM5 antagonist	CHRM4 antagonist	CHRM1 PAM
31	Cc1cnc(CNC(=O)c2csc([C@@H]3O[C@H](CO)[C@H](O)[C@H](O)[C@H]3O)n2)cn1	0	·	-6	-14	14
32	Cc1ccc(C(=O)NNC(=O)c2ccccc2)cc1S(=O)(=O)N1CCCCC1	1	3	0	-5	9
33	COc1cc(NS(=O)(=O)c2ccc(NC(=O)C34CC5CC(CC(C5)C3)C4)cc2)ncn1	-2	10	-1	-4	1
34	O=C(NCc1ccco1)c1ccc(-c2ccccc2Cl)o1	4	23	3	5	15
35	c1ccc(NC2=NCCN2CCC2CCCC2)cc1	-8	-7	13	2	4
36	CSCCC(NC(=O)COc1ccccc1)C(=O)Nc1ccc(C)cc1 (stereo not given)	-2	-33	0	7	11
37	O=C(Cc1ccccc1)Nc1nc(-c2cccc([N+](=O)[O-])c2)cs1	1	9	-6	-2	0
38	O=C(O)CSc1nnc(CNc2cccc(C(F)(F)F)c2)n1Cc1ccco1	-7	20	-2	2	11
39	Cc1cc(/C=C(/C#N)c2cccc(Cl)c2)c(C)n1C	0	-3	13	0	4
40	CC(=O)N1CCN(Cc2nc3cc(NC(=O)c4ccc(F)cc4)ccc3n2C)CC1	0	27	4	-1	8
41	Cn1c(-c2ccccc2)cnc1NCc1cc2c(cc1[N+](=O)[O-])OCO2	-5	-1	0	-17	-3
42	O=C(c1ccc(Br)cc1)N(Cc1nc2ccccc2c(=O)[nH]1)C1CCCC1	0	-45	3	-1	-4
43	CCC(Sc1nc2cc3c(cc2c(=O)n1Cc1ccco1)OCO3)C(=O)Nc1cccc(OC)c1 (stereo not given)	-1	2	-3	1	9
44	CN(Cc1ccc(Cl)c(Cl)c1)C(C(=O)NCc1ccccc1)c1ccc(C(F)(F)F)cc1 (stereo not given)	-5	·	-1	22	·
45	COc1cccc([C@@H]2CC=C(C(=O)O)[C@H](c3ccc(F)cc3)N2S(=O)(=O)c2ccc(C)cc2)c1	1	4	3	-2	-10

entry	M5 PAM	CRFBP-R2 agonist	M4 ag	CHRM4 PAM
31	3	·	1	4
32	4	-1.4	1	7
33	1	-5.5	1	7
34	3	-2.4	0	16
35	-6	0.1	1	-8
36	3	-0.5	-1	-1
37	-3	1.9	1	-4
38	-7	-0.6	0	-3
39	-13	-1.1	1	-8
40	4	5.1	2	4
41	-3	-0.2	1	1
42	14	1.7	0	7
43	-1	0.7	-1	12
44	-19	·	3	-17
45	5	-1.1	1	1

# Three records drawn at random from the list so far, as already listed:
entry	Molecule	M5 ag	CRFR2-BP antag	CHRM5 antagonist	CHRM4 antagonist	CHRM1 PAM
45	COc1cccc([C@@H]2CC=C(C(=O)O)[C@H](c3ccc(F)cc3)N2S(=O)(=O)c2ccc(C)cc2)c1	1	4	3	-2	-10
41	Cn1c(-c2ccccc2)cnc1NCc1cc2c(cc1[N+](=O)[O-])OCO2	-5	-1	0	-17	-3
36	CSCCC(NC(=O)COc1ccccc1)C(=O)Nc1ccc(C)cc1 (stereo not given)	-2	-33	0	7	11

entry	M5 PAM	CRFBP-R2 agonist	M4 ag	CHRM4 PAM
45	5	-1.1	1	1
41	-3	-0.2	1	1
36	3	-0.5	-1	-1

# (next part)
entry	Molecule	M5 ag	CRFR2-BP antag	CHRM5 antagonist	CHRM4 antagonist	CHRM1 PAM
46	N#Cc1nc(COc2cccc(Cl)c2)oc1N1CCCC1	-4	17	1	2	1
47	CC(=O)N1CC=CC1(C)C(=O)O (stereo not given)	2	0	9	-3	7
48	Cc1cccc(N2CCN(C(=O)NC3CCCCC3)CC2)c1C	7	-20	1	0	6
49	CC(C)NC(=S)N1CCN(c2ncccn2)CC1	0	-26	6	-3	-4
50	CS(=O)(=O)c1ccc(Cl)c(NC(=O)CCNC(=O)c2ccco2)c1	-3	0	-2	-5	7
51	CCOc1ccc(NS(=O)(=O)c2ccc(NC(=S)NC(=O)C(C)C)cc2)cc1	12	-26	6	0	-2

entry	M5 PAM	CRFBP-R2 agonist	M4 ag	CHRM4 PAM
46	-9	-1.6	0	-6
47	0	0.5	1	7
48	-6	0.0	5	-3
49	-1	-3.4	1	-4
50	1	0.2	1	6
51	1	13	7	0

# High-throughput results (PubChem BioAssay)

# Outcome played no part in choosing rows (roughly 2.6% active in at least one column).
